NPYLR7 ag: activates Aedes aegypti NPYLR7 receptor; HEK293T NPYLR7/Galpha15, GCaMP6s calcium fluorescence; AID 1259423; activation, % at 10 µM; 270,000 compounds, 0.15% hits; in the data active = activation above about 40%;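 also: 0% = vehicle and 100% = reference agonist at the receptor; some compounds past the cut are filed as inactive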
mcGAS lum: inhibitors of mouse cGAS. 160,000 compounds, 0.15% hits. recombinant cGAS, Kinase-Glo ATP depletion luminescence. Q8C6L5. inhibition, % at 12.5 µM. AID 1259399;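 also: 0% = negative control wells and 100% = reference inhibitor with no enzyme activity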
hcGAS inh: human cGAS inhibition; 290,000 compounds, 0.081% hits; Q8N884; inhibition, % at 12.5 µM; recombinant h-cGAS, ATP depletion, Kinase-Glo luminescence;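 also: 0% = vehicle reaction and 100% = reaction without DNA for no activity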
Target sequence (Q8N884 whole entry, looked up): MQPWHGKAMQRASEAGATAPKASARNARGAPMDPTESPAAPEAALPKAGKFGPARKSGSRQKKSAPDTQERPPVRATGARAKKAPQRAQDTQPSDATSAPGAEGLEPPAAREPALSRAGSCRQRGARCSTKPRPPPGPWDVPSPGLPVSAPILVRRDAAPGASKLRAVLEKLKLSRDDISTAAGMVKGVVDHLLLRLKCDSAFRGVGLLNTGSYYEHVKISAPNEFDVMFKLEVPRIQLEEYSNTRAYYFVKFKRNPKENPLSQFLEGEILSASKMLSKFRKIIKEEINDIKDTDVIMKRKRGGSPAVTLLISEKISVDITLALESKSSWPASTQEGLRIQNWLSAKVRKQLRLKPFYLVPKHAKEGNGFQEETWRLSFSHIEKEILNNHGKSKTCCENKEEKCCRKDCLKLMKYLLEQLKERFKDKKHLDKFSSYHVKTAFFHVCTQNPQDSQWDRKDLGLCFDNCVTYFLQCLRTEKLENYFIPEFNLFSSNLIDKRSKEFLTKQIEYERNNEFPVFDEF
An asterisk follows results filed as active. Rule as the data show it, unless noted: active = inhibition above about 40%; inactive = the rest.

Results for COC(=O)c1cc(C(=O)OC)cc(N2C(=O)C3Cc4cc(OC)c(OC)cc4CN3C2=S)c1 (centres undefined) ?
NPYLR7 ag: -3; hcGAS inh: 0

What do the screens show for `CCOC(=O)c1ccc(-n2c(C)cc(C=C3C(=O)NC(=S)NC3=O)c2C)cc1`?
NPYLR7 ag: -4; mcGAS lum: 1; hcGAS inh: 0

What do the screens show for `Cc1[nH]c2ccccc2c1/C=N\Nc1nc(N2CCOCC2)nc(N2CCOCC2)n1`?
NPYLR7 ag: 0; mcGAS lum: -6; hcGAS inh: -9

How did COCC(C)NC(=O)/C=C/c1cc(C)n(-c2ccccc2)c1C (centres undefined) do in these assays?
NPYLR7 ag: 2; hcGAS inh: -4

How did Cc1nc2c(OCC(N)=O)cccn2c1N(C)C(=O)C1CCCCC1 do in these assays?
NPYLR7 ag: 9; mcGAS lum: -3; hcGAS inh: -4

Results for CCc1ccc(CNC(=O)NCC(c2ccco2)N(C)C)s1 (centres undefined) ?
NPYLR7 ag: 1; hcGAS inh: -14

What do the screens show for `COc1ccc(-c2ccc(SCC(=O)NC3CCCC3)nn2)cc1OC`?
NPYLR7 ag: 0; mcGAS lum: -6; hcGAS inh: 1

Results for CCCCOC(=O)N1C[C@@H](CO)[C@@H]2Oc3ccc(Cl)cc3[C@@H]21 ?
NPYLR7 ag: -3; mcGAS lum: 0; hcGAS inh: 5

Results for COc1ccc(CN(Cc2ccc(F)cc2)Cc2nc(C(=O)NCCc3ccccn3)co2)cc1 ?
NPYLR7 ag: 24; mcGAS lum: -1; hcGAS inh: -8

How did CCC(CC)C(CNC(=O)C1=NCC(=O)N(c2ccc(C)cc2)N1)N1CCOCC1 (centres undefined) do in these assays?
NPYLR7 ag: 0; hcGAS inh: 1

Results for CN(C)C(=O)c1noc2c1CN(C(=O)c1ccc(CC3CCCNC3)cc1)CC2 (centres undefined) ?
NPYLR7 ag: 4; mcGAS lum: -14; hcGAS inh: -3

How did CN(C)CCCNc1nc2cc(-c3ccc(F)cc3)sc2c(=O)n1C do in these assays?
NPYLR7 ag: 8; hcGAS inh: -7

How did Cc1ccc(F)cc1NC(=O)N1CC(=O)N2CCc3cc(F)ccc3C2C1 (centres undefined) do in these assays?
NPYLR7 ag: 29; mcGAS lum: -6; hcGAS inh: -5

How did Cc1ccc2oc(-c3ccc(C)c(NC(=O)c4ccccc4F)c3)nc2c1 do in these assays?
NPYLR7 ag: -2; mcGAS lum: -5; hcGAS inh: -5

How did Cc1nc2ccc(C(=O)NCc3ccc4c(c3)OCO4)cn2c1N(C)CC1CCCCC1 do in these assays?
NPYLR7 ag: -2; mcGAS lum: -4; hcGAS inh: -8

How did CCN1CCN(c2nc(NCCN3CCOCC3)nc3c2cnn3C)CC1 do in these assays?
mcGAS lum: -5; hcGAS inh: -7

Results for COc1ccccc1C(=O)Nc1ccc(N2CCN(c3ccccc3OC)CC2)c(C(=O)NCc2ccccc2)c1 ?
NPYLR7 ag: 18; mcGAS lum: -4; hcGAS inh: -1

How did CC(C)(C)CC(=O)Nc1ccc(Cl)c([N+](=O)[O-])c1 do in these assays?
NPYLR7 ag: 12; hcGAS inh: -4

What do the screens show for `CSc1nc2c(c(=O)n(C)c(=O)n2C)n1CCCc1ccccc1`?
NPYLR7 ag: -2; hcGAS inh: -5

How did O=C(CSc1nc(=O)n(CCO)c2c1CCC2)Nc1ccc2c(c1)OCCO2 do in these assays?
NPYLR7 ag: -8; mcGAS lum: -1; hcGAS inh: 0

Entries shown so far with a thiophene ring, fused or not (2):
Results for CCc1ccc(CNC(=O)NCC(c2ccco2)N(C)C)s1 (centres undefined) ?
NPYLR7 ag: 1; hcGAS inh: -14

How did CN(C)CCCNc1nc2cc(-c3ccc(F)cc3)sc2c(=O)n1C do in these assays?
NPYLR7 ag: 8; hcGAS inh: -7

(cont.)
What do the screens show for `COc1ccc(Br)cc1CN1CCN(c2ccccn2)CC1`?
NPYLR7 ag: 3; mcGAS lum: -6; hcGAS inh: 3

Results for Cc1ccc(S(=O)(=O)CC(=O)Nc2sc3c(c2-c2nc4ccccc4s2)CCN(C)C3)cc1 ?
NPYLR7 ag: 2; mcGAS lum: -4; hcGAS inh: -5

How did Cc1ccc(CNC(=O)c2ccccc2NC(=O)CN2CCOCC2C#N)cc1 (centres undefined) do in these assays?
NPYLR7 ag: 5; mcGAS lum: -15; hcGAS inh: -7

How did c1cncc(OCc2nc(C3CC3)nn2-c2ccc3c(c2)OCCO3)c1 do in these assays?
NPYLR7 ag: 10; hcGAS inh: -3

How did Cc1cc(C)c2cc(C(=O)N3CC(C)OC(C)C3)[nH]c2c1C (centres undefined) do in these assays?
NPYLR7 ag: 3; hcGAS inh: -8

What do the screens show for `CC(C)C1Cc2c(C#N)c(SCc3ccccc3)cc(N3CCOCC3)c2CO1` (centres undefined)?
NPYLR7 ag: -1; hcGAS inh: -2

How did CC(=O)N1CCC(C(=O)Nc2ccc3nc(-c4ccoc4)nn3c2)CC1 do in these assays?
NPYLR7 ag: 15; mcGAS lum: -7; hcGAS inh: -3

How did CCCn1ccnc1CN1CCC2(CC1)CCN(C(=O)c1ccccc1)CC2 do in these assays?
NPYLR7 ag: -4; hcGAS inh: -5

Results for COc1cccc(CCN2C(=O)CC3(C2=O)C(=O)N(Cc2ccccc2)c2ccc(C)cc23)c1 (centres undefined) ?
NPYLR7 ag: 8; mcGAS lum: -4; hcGAS inh: -3

How did CN1CC2(CCCN(Cc3cc(=O)c4cc(Cl)ccc4[nH]3)C2)OC1=O (centres undefined) do in these assays?
NPYLR7 ag: -1; hcGAS inh: 0

Results for CCCCCC(=O)N(CC(=O)NCC(=O)Nc1ccc(C)cc1)C(C)C ?
NPYLR7 ag: 9; mcGAS lum: -5; hcGAS inh: -7

Results for CN(Cc1nc2ccccc2n1C)C1CCCN(C2Cc3ccccc3C2)C1 (centres undefined) ?
NPYLR7 ag: 1; hcGAS inh: -10

How did Cc1noc(C)c1CN1CCCC1C(=O)NCc1ccco1 (centres undefined) do in these assays?
NPYLR7 ag: 1; mcGAS lum: -2; hcGAS inh: -6

How did CCCCCn1c(N(C)Cc2ccccc2)nc2c1c(=O)[nH]c(=O)n2C do in these assays?
NPYLR7 ag: 0; hcGAS inh: -14

How did C=C(C)COc1cccc(C(=O)NC(C)c2nncn2C)c1 (centres undefined) do in these assays?
NPYLR7 ag: -6; hcGAS inh: -6

How did Cc1cc2nc(C(=O)N3CCCC4(CN(C)C(=O)O4)C3)cc(C)n2n1 (centres undefined) do in these assays?
NPYLR7 ag: 5; hcGAS inh: 0

Results for O=C(Cn1cncn1)Nc1c(Cl)cc(Cl)cc1Cl ?
NPYLR7 ag: 7; mcGAS lum: -9; hcGAS inh: -14

What do the screens show for `CC1CCc2nc(NC(=O)CCC3CCCO3)sc2C1` (centres undefined)?
NPYLR7 ag: -4; mcGAS lum: -2; hcGAS inh: 1

Results for Cc1cc(C)n(CCNC(=O)Cn2c3c(c4ccccc42)CCC3)n1 ?
NPYLR7 ag: 1; hcGAS inh: 1

How did CCOCCCN(CC(=O)N(Cc1ccccc1)Cc1cccs1)C(=O)Nc1cccc(Br)c1 do in these assays?
NPYLR7 ag: 7; mcGAS lum: -4; hcGAS inh: -1

How did Cc1cc(N2CCCN(C(=O)CSc3ncccn3)CC2)ccn1 do in these assays?
mcGAS lum: -12; hcGAS inh: -8

What do the screens show for `CC(=O)Nc1ccc(S(=O)(=O)N[C@H]2CO[C@H]3[C@@H]2OC[C@@H]3n2nnnc2Oc2ccc(-n3ccnc3)cc2)cc1`?
NPYLR7 ag: -5; mcGAS lum: -7; hcGAS inh: -6

How did Cc1nccn1CC(C)NC1CCN(Cc2cccnc2)CC1 (centres undefined) do in these assays?
NPYLR7 ag: 20; hcGAS inh: -3

How did Cc1cc(C(=O)NC2CCN(C3CCS(=O)(=O)CC3)CC2)c(C)o1 do in these assays?
mcGAS lum: -6; hcGAS inh: -9

Results for O=C(NCC1Cc2cc(F)cc(F)c2O1)c1ccccc1Cl (centres undefined) ?
NPYLR7 ag: 3; mcGAS lum: 1; hcGAS inh: -1

Results for CCc1cc(=O)n2nc(N(C)C(C)C(C)c3ccc(Cl)cc3)sc2n1 (centres undefined) ?
NPYLR7 ag: -14; mcGAS lum: -4; hcGAS inh: 1

What do the screens show for `COC(=O)C1=C(O)/C(=C\c2ccc(O)cc2OC)SC1=Nc1cccc(F)c1`?
NPYLR7 ag: -2; mcGAS lum: -3; hcGAS inh: -4

What do the screens show for `O=C(c1cccc(F)c1)N(Cc1ccco1)Cc1cc(Cl)ccc1OS(=O)(=O)c1ccc(F)cc1`?
NPYLR7 ag: 7; mcGAS lum: -6; hcGAS inh: -9

What do the screens show for `O=C(Nc1ccc(F)cc1)c1cn(CC2CCCO2)cc2c(=O)n(-c3ccccc3)nc1-2` (centres undefined)?
NPYLR7 ag: 6; mcGAS lum: -8; hcGAS inh: -3

What do the screens show for `O=C(NCc1ccccn1)c1coc(CN(Cc2ccc(F)cc2)Cc2ccccc2Cl)n1`?
NPYLR7 ag: 4; mcGAS lum: -8; hcGAS inh: -7

Results for COCCn1c(C23CC4CC(CC(C4)C2)C3)n[nH]c1=S ?
mcGAS lum: -2; hcGAS inh: 1

Results for Cn1cccc1C1CC(c2ccccc2Cl)=NN1C(=O)CN1CCN(c2ccccc2F)CC1 (centres undefined) ?
NPYLR7 ag: 10; mcGAS lum: -4; hcGAS inh: -4

How did O=C(Cc1cscn1)N1CCC(C2(c3ccccn3)NC(=O)N(CCc3cccs3)C2=O)CC1 (centres undefined) do in these assays?
NPYLR7 ag: 18; mcGAS lum: -11; hcGAS inh: -7

How did CCOc1cc(/C=C2\C(=O)N(c3cccc(C(=O)O)c3)N=C2C)cc(Cl)c1O do in these assays?
NPYLR7 ag: -1; mcGAS lum: 5; hcGAS inh: -16

How did COCCn1c(C)cc(C=NNc2ncnc3sc(C)c(C)c23)c1C do in these assays?
NPYLR7 ag: 0; hcGAS inh: -5

What do the screens show for `COc1cc(OC)cc(-c2nnc(SCC(=O)NCc3ccccc3)n2-c2ccc(C)cc2)c1`?
mcGAS lum: -6; hcGAS inh: -1

How did c1ccc2c(c1)[nH]c1nc3ncnn3nc12 do in these assays?
NPYLR7 ag: -10; hcGAS inh: -3

Results for CCCCc1ccc(S(=O)(=O)N2CCN(c3cc(S(=O)(=O)N(C)CCc4ccccc4)ccc3OC)CC2)cc1 ?
NPYLR7 ag: 27; mcGAS lum: -8; hcGAS inh: -1

What do the screens show for `O=C(CCC(=O)NC1CCCCCC1)NCc1cccc2[nH]ccc12`?
NPYLR7 ag: -4; mcGAS lum: -18; hcGAS inh: -6

How did Cc1ccc2nc(N(Cc3cccnc3)C(=O)c3cccs3)sc2c1 do in these assays?
NPYLR7 ag: -24; mcGAS lum: -1; hcGAS inh: -1

What do the screens show for `CC(=O)Cn1c(=O)c2c(nc3n(-c4ccccc4)c(C)c(C)n23)n(C)c1=O`?
NPYLR7 ag: 5; hcGAS inh: -5

Results for COCCn1c(SC2CCCC2)nc(C)c1C ?
NPYLR7 ag: 2; hcGAS inh: -12

What do the screens show for `CCOc1ccc(-c2nc(N)ncc2Oc2ccccc2Br)c(O)c1`?
NPYLR7 ag: -2; mcGAS lum: -7; hcGAS inh: -4

Results for Cc1cc(C(=O)N2CCC2(C)C(=O)Nc2cccc3cccnc23)nn1C (centres undefined) ?
NPYLR7 ag: 7; mcGAS lum: -4; hcGAS inh: -7

Results for C=CCn1c(SC(C)C(N)=O)nc2sc3c(c2c1=O)CCC(C)C3 (centres undefined) ?
NPYLR7 ag: -3; hcGAS inh: 1

How did CCN(CC)c1ccc(CN(CC2CCCO2)C(=O)C2CCC2)c(OS(C)(=O)=O)c1 (centres undefined) do in these assays?
NPYLR7 ag: -8; mcGAS lum: -11; hcGAS inh: -8

How did O=C1CCOc2cc(-c3cc(NCc4ccccn4)nc4[nH]ccc34)ccc21 do in these assays?
NPYLR7 ag: 3; mcGAS lum: -8; hcGAS inh: -2

What do the screens show for `Cn1nc(-c2ccccc2)cc1NC(=O)CSc1nnc2ccc(C(F)(F)F)cn12`?
NPYLR7 ag: 6; hcGAS inh: -9

What do the screens show for `CN(CC(=O)N1CCC(Cc2ccccc2)CC1)c1nc(Cc2ccc(F)cc2)ns1`?
NPYLR7 ag: -5; mcGAS lum: 0; hcGAS inh: 0

Results for COC(=O)C1=C(C)NC2=C(C(=O)CCC2)C1c1ccc(OC(C)=O)c(OC)c1 (centres undefined) ?
NPYLR7 ag: -1; hcGAS inh: -3

Results for Cc1nc(NC(=O)NCc2cc3ccccc3s2)nn1C ?
NPYLR7 ag: -1; hcGAS inh: -11

Results for C[C@@H]1CN(C(=O)C2(C(N)=O)CC2)CC[C@@]1(O)C1CCC1 ?
mcGAS lum: -4; hcGAS inh: 3

How did CC(C)CN(Cc1ccsc1)C(=O)c1ccc[nH]1 do in these assays?
NPYLR7 ag: -1; hcGAS inh: -4

Grouped by structure: the entries above containing two or more sulfur atoms (five)
Results for Cc1ccc(S(=O)(=O)CC(=O)Nc2sc3c(c2-c2nc4ccccc4s2)CCN(C)C3)cc1 ?
NPYLR7 ag: 2; mcGAS lum: -4; hcGAS inh: -5

How did O=C(Cc1cscn1)N1CCC(C2(c3ccccn3)NC(=O)N(CCc3cccs3)C2=O)CC1 (centres undefined) do in these assays?
NPYLR7 ag: 18; mcGAS lum: -11; hcGAS inh: -7

Results for CCCCc1ccc(S(=O)(=O)N2CCN(c3cc(S(=O)(=O)N(C)CCc4ccccc4)ccc3OC)CC2)cc1 ?
NPYLR7 ag: 27; mcGAS lum: -8; hcGAS inh: -1

How did Cc1ccc2nc(N(Cc3cccnc3)C(=O)c3cccs3)sc2c1 do in these assays?
NPYLR7 ag: -24; mcGAS lum: -1; hcGAS inh: -1

Results for C=CCn1c(SC(C)C(N)=O)nc2sc3c(c2c1=O)CCC(C)C3 (centres undefined) ?
NPYLR7 ag: -3; hcGAS inh: 1

Screens from PubChem BioAssay.
